Screens as filed in PubChem.
Bcl-W Bim block – inhibitors of Bim-Bcl-W interaction, human; inhibition, % at 10 µM; bead-based flow cytometry, Bim peptide-Bcl-W binding; actives 0.02% (n = 190,000); AID 952;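 note: 0% = bound tracer without compound and 100% = peptide blocker; higher means less fluorescent Bim peptide bound to Bcl-W beads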
RGS4-Gao reg – human RGS4-Galphao interaction regulation; actives 0.33% (n = 220,000); binding response (% of control), % at 10 µM; P09471; Multiplexed bead flow cytometry, RGS4-Galphao binding; actives lie on both sides; AID 1415; in the data active = binding response below about 49% or above about 150%; inactive = in between;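 note: fluorescent Galphao activated with aluminum fluoride binding bead-coupled RGS4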
Target sequence (P09471 whole entry, looked up): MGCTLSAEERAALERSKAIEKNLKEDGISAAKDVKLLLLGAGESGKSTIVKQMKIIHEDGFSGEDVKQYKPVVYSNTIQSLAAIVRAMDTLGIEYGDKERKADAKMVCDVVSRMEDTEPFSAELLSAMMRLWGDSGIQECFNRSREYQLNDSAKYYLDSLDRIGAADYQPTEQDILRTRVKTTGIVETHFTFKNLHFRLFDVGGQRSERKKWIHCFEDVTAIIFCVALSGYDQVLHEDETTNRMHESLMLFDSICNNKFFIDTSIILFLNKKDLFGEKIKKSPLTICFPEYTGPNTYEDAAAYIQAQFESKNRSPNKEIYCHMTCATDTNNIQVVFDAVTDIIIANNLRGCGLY
ABCB1 block – blocks JC-1 efflux by human ABCB1 transporter. inhibition, % at 6.6 µM. P08183. actives 0.067% (n = 190,000). CCRF-Adr cells, flow cytometry; in the data active = inhibition above about 40%;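 note: 0% = vehicle and 100% = reference inhibitor; higher value means more JC-1 retained so stronger ABCB1 efflux block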
Bim-Bcl-2 – inhibitors of Bim-Bcl-2 interaction, human; inhibition, % at 10 µM; P10415; Bead-based flow cytometry, Bim peptide-Bcl-2 binding; AID 950; actives 0.06% (n = 190,000); in the data active = inhibition above about 40%; inconclusive = no clear call, values can overlap the other calls;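 note: 0% = no compound wells with probe peptide and 100% = reference peptide inhibitor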
Target sequence (P10415 whole entry, looked up): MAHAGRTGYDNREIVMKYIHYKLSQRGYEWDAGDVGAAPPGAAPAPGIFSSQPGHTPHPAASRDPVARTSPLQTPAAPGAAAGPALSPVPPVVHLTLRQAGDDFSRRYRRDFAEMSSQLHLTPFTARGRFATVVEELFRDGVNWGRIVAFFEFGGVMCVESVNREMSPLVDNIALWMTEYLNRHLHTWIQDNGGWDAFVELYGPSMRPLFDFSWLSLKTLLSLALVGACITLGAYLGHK
RGS7-Gao – regulators of human RGS7-Galphao interaction; binding response (% of control), % at 10 µM; P09471; actives 0.35% (n = 220,000); AID 1439; Multiplexed bead flow cytometry, RGS7-Galphao binding; actives lie on both sides; in the data active = binding response below about 49% or above about 150%; inconclusive = no clear call, values can overlap the other calls; inactive = in between;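 note: fluorescent Galphao held in activated GDP-AlF4 state binding bead-coupled RGS7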
Bim-Mcl-1 – inhibitors of Bim-Mcl-1 interaction, human; Bead-based flow cytometry, Bim peptide-Mcl-1 binding; actives 0.1% (n = 190,000); AID 1009; Q07820; inhibition, % at 10 µM;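 note: 0% = no compound tracer wells and 100% = peptide blocker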
Bcl-XL Bim block – disrupts Bim peptide binding to human Bcl-XL | inhibition, % at 10 µM | Q07817 | actives 0.04% (n = 190,000) | bead flow cytometry, fluorescence
Target sequence (Q07817 whole entry, looked up): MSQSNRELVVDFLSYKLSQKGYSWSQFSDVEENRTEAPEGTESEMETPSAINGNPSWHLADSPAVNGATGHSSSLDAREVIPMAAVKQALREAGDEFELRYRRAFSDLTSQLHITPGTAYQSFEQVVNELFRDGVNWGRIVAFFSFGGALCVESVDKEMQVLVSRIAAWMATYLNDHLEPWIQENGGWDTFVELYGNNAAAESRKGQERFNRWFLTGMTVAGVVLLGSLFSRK
ABCG2 inh – blocks JC-1 efflux by human ABCG2 transporter; Q9UNQ0; actives 0.1% (n = 190,000); IgMXP3 cells, flow cytometry; inhibition, % at 6.6 µM;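 active = inhibition above 80%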;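 note: 0% = DMSO and 100% = nicardipine control wells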
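Incubation: cells with compound and JC-1, 10 min at 25 °C, rotating, no wash / Test system: IgMXP3 (ABCG2) plus far-red-tagged CCRF-Adr (ABCB1) cells / Compound dosing: one concentration, 6.6 µM final / Also added: JC-1 fluorescent substrate / Evaluation: efflux inhibition in percent versus controls / Detection: flow cytometry, 530 nm JC-1 signal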
Bim-Bfl-1 – inhibitors of Bim-Bfl-1 interaction, human | inhibition, % at 10 µM | AID 1008 | actives 0.12% (n = 190,000) | Bead-based flow cytometry, Bim-Bfl-1 binding inhibition | Q16548;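 note: 0% = wells without compound plus tracer and 100% = blocker peptide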
RGS8-Gao reg – modulates binding of RGS8 to human Galphao. multiplexed bead flow cytometry; actives lie on both sides. response (percent of control binding), % at 10 µM. actives 0.34% (n = 220,000). AID 1423; in the data active = response below about 60% or above about 140%; inactive = in between;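 note: Galphao activated as the GDP aluminium fluoride complex binding bead-coupled RGS8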
Bcl-B Bim block – disrupts Bim peptide binding to human Bcl-B; actives 0.073% (n = 190,000); AID 951; inhibition, % at 10 µM; Q9HD36; bead-based flow cytometry;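 note: 0% = tracer peptide without compound and 100% = reference inhibitor peptide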
Target sequence (Q9HD36 whole entry, looked up): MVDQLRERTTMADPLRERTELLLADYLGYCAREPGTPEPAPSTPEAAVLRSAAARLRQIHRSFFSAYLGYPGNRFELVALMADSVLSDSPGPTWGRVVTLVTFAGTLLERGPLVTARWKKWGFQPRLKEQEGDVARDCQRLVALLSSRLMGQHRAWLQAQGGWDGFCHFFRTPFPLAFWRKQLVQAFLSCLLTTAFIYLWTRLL
Starred values were filed as active, the others as inactive; ? = inconclusive; / = not tested or not shown. Cut-off read from the data, not from the text of the source, unless noted: active = inhibition above about 40%.

nr	Bcl-W Bim block	RGS4-Gao reg	ABCB1 block	Bim-Bcl-2	RGS7-Gao	Bim-Mcl-1	Bcl-XL Bim block	ABCG2 inh	Bim-Bfl-1	RGS8-Gao reg	Bcl-B Bim block	Compound
1	1	106	0.3	-9	106	0	7	1	-10	103	-4	CCOC(=O)C1CCN(C(=O)COc2cc(C)c(Br)c(C)c2)CC1
2	-1	100	4.2	1	101	0	-5	11	0	101	0	CCN1CCN(C(=O)C2(NC(=O)Nc3cccc(F)c3)CCCCC2)CC1
3	-3	89	0.4	-1	98	-2	-3	3	-3	101	-4	CCCc1cc(=O)[nH]c(SCc2cc(C(=O)OC)c(C)o2)n1
4	-2	106	1.2	-3	103	0	-7	2	-9	105	-6	COc1ccc(C)cc1NC(=O)CN1CCN(C/C=C/c2ccccc2)CC1
5	-4	101	0.5	-1	98	1	-4	3	-6	101	-2	CS(=O)(=O)N(CC(=O)Nc1ccc2c(c1)OCCO2)Cc1ccccc1
6	0	102	0.7	-3	102	-2	-2	3	-2	99	-3	Cc1ccc(C(=O)Nc2ccc3c(c2)OCCO3)o1
7	3	97	0.1	6	101	5	4	-6	7	106	4	Cc1ccc(S(=O)(=O)Nc2ccc3oc(=O)sc3c2)c(C)c1
8	-3	105	0.7	-5	98	-1	6	8	-5	96	-7	COc1ccc(C)cc1NC(=O)c1[nH]c(C)c(C(C)=O)c1C
9	1	96	0.4	-3	99	-2	1	1	2	98	-1	O=C(CSc1nc2ccccc2s1)N1c2ccccc2Sc2ccc(C(F)(F)F)cc21
10	0	102	-0.5	-3	100	1	-1	0	-4	98	-1	CC(=O)Nc1ccc(NC(=O)COc2ccc3c(c2)CCC3)cc1
11	0	96	0.8	-2	100	-2	0	4	-2	102	-2	CC1CCN(C(=O)C2CCN(S(=O)(=O)c3cccc4nonc34)CC2)CC1
12	1	100	0.8	4	98	0	-2	7	0	103	1	Cc1ccc(CNc2nc(N)c([N+](=O)[O-])c(NCc3ccccc3)n2)cc1
13	0	105	3.1	-3	104	-1	-3	8	-4	111	-6	CS(=O)(=O)N1CCC(Oc2ccccc2C(=O)NC2CCCCCC2)CC1
14	-3	99	/	-1	102	-3	-3	-2	0	101	-3	O=C(C[n+]1ccccc1)Nc1nc2ccccc2s1
15	3	91	-0.8	-13	93	-143	-4	8	-11	95	-33	Clc1ccc(-c2cn3cccnc3n2)cc1
16	0	104	2.0	-1	107	-4	-6	17	0	106	-2	Cc1ccc2cc3cc(C(=O)N4CC(C)CC(C)C4)oc3nc2c1 (stereo not drawn)
17	0	101	0.5	-5	?	-3	-2	1	-6	100	-2	CC(=O)C(Cc1ccccc1)NC(=O)CN1CCN(Cc2ccccc2)CC1 (stereo not drawn)
18	-1	101	1.7	-4	103	-2	-1	23	1	103	-3	COc1ccc2c(c1)sc1nc(-c3ccccc3)cn12
19	-4	101	1.7	-2	101	-3	-7	11	-2	100	-3	CCOC(=O)N/N=C/c1c(C)nn(-c2cccc(C(F)(F)F)c2)c1Cl
20	-3	102	0.8	0	98	1	-4	31	-2	101	-4	O=C(NC(=S)N1CCN(C/C=C/c2ccccc2)CC1)c1ccco1
21	2	102	0.0	-10	100	0	-5	-1	-8	101	-8	O=C(CN1CCC(n2nnc3ccccc32)CC1)NCc1cccs1
22	-2	103	0.3	-7	101	-2	0	0	-9	106	-5	Cc1[nH]c2ccccc2c1SCC(=O)NC1CCCCC1
23	-2	92	0.0	-5	95	-2	-2	1	-16	96	-7	CNCC(=O)Nc1c(C)n[nH]c1C
24	0	93	-0.7	-19	98	-162	2	-1	-11	97	-38	CCCc1[nH]nc2c1C(c1ccc(OCCN3CCOCC3)c(OC)c1)C(C#N)=C(N)O2 (stereo not drawn)
25	-3	96	0.1	-2	85	-1	-2	-2	-3	101	-2	Clc1ccc(CN2CCN(/N=C/c3cccnc3)CC2)cc1
26	-2	98	0.2	-6	102	-1	-4	1	-8	105	-3	Nc1cc[n+](CC(=O)Nc2ccccc2)cc1
27	-2	102	0.8	2	103	0	1	5	1	102	4	COc1ccc2[nH]c(=O)c(CN(C)C(=O)COc3ccccc3)cc2c1
28	-2	93	0.9	-15	94	-7	-13	6	-17	90	-14	CC1(C)Cc2nc3sc4c(OCc5ccccc5)ncnc4c3cc2CO1
29	-5	98	-0.4	-12	100	-4	-5	-2	-19	100	-6	Cc1cccc(C(=O)Nc2ccc(NC(=O)Cc3ccc(Cl)cc3)cc2)c1
30	-4	87	0.6	-5	96	-5	-5	3	-2	91	-6	O=C(Nc1ccc(F)cc1)C(Sc1nnc2ccccn12)c1ccccc1 (stereo not drawn)
31	3	93	0.0	-7	99	0	-2	1	-11	97	-7	CC(C)(C)NC(=O)c1ccncc1
32	-5	100	0.5	-2	96	-2	-6	-2	-3	101	-2	NS(=O)(=O)c1ccc(CNC(=S)NC2CCCC2)cc1
33	-1	98	1.2	-6	102	0	-1	0	-17	98	-5	Cc1ccc(S(=O)(=O)Cn2nnnc2C(C)N2CCN(C(=O)c3ccco3)CC2)cc1 (stereo not drawn)
34	-2	104	0.4	-11	100	-4	-11	4	-15	103	-8	C=Cc1cccc(NC(=O)COc2ccccc2)c1
35	0	98	1.3	-1	101	-9	-3	21	-2	102	-3	COc1ccc(O)c(CNn2c(-c3ccc(Br)cc3)nc3ccccc3c2=O)c1
36	2	97	0.8	0	98	-2	-3	4	1	101	-2	CC(C)[C@@H]1NC(=O)c2cc([N+](=O)[O-])cc(I)c2NCCCC[C@@H](C(=O)NC(CC(=O)O)C(N)=O)NC(=O)[C@H](CO)NC1=O (stereo partly drawn)

Some of these compounds in order of number of heavy atoms, high to low:
nr	Bcl-W Bim block	RGS4-Gao reg	ABCB1 block	Bim-Bcl-2	RGS7-Gao	Bim-Mcl-1	Bcl-XL Bim block	ABCG2 inh	Bim-Bfl-1	RGS8-Gao reg	Bcl-B Bim block	Compound
35	0	98	1.3	-1	101	-9	-3	21	-2	102	-3	COc1ccc(O)c(CNn2c(-c3ccc(Br)cc3)nc3ccccc3c2=O)c1
29	-5	98	-0.4	-12	100	-4	-5	-2	-19	100	-6	Cc1cccc(C(=O)Nc2ccc(NC(=O)Cc3ccc(Cl)cc3)cc2)c1
25	-3	96	0.1	-2	85	-1	-2	-2	-3	101	-2	Clc1ccc(CN2CCN(/N=C/c3cccnc3)CC2)cc1
32	-5	100	0.5	-2	96	-2	-6	-2	-3	101	-2	NS(=O)(=O)c1ccc(CNC(=S)NC2CCCC2)cc1

(more compounds)
nr	Bcl-W Bim block	RGS4-Gao reg	ABCB1 block	Bim-Bcl-2	RGS7-Gao	Bim-Mcl-1	Bcl-XL Bim block	ABCG2 inh	Bim-Bfl-1	RGS8-Gao reg	Bcl-B Bim block	Compound
37	-2	113	-0.1	0	110	-2	-2	1	-1	102	-2	c1ccc(CNc2ncnc3nc[nH]c23)cc1
38	0	102	0.1	-3	105	-3	2	1	0	108	0	O=C(O)CCC(=O)NNC(=O)CCC(=O)NCc1ccccc1
39	1	99	0.0	1	101	1	0	4	-3	98	0	COc1ccc(CCNC(=O)c2cc(-c3ccco3)on2)cc1OC
40	2	98	-2.2	-4	97	0	-1	-2	-9	98	-4	CCOCCCNC(=O)Cn1ncc2c(=O)oc3ccccc3c21
41	-7	102	0.6	-10	100	-7	-11	11	-5	98	-1	Cn1cccc1C(=O)Nc1nccs1
42	-1	105	-0.1	-2	101	-2	-4	1	-3	99	0	COc1ccc(/C=N/NC(=S)Nc2ccccc2)cc1
43	-5	98	0.0	-3	99	-1	-7	3	-11	99	-6	CC(C)C[C@H](NC(=O)Nc1cccc(Br)c1)C(=O)O
44	-2	104	0.6	0	103	0	-4	3	-2	98	-4	COc1ccc(C(C(=O)NC(C)(C)C)N(Cc2ccccc2)C(=O)CCC(=O)Nc2cc(C)on2)cc1 (stereo not drawn)
45	-2	98	-0.2	-2	101	0	-1	2	-1	99	-2	Cc1cc2n(n1)C(c1c[nH]c3ccccc13)Nc1ccccc1-2 (stereo not drawn)
46	2	91	-0.1	-4	87	1	-2	-1	-7	96	0	CC1(C)OC(=O)N(Cc2ccco2)C1(C)O (stereo not drawn)
47	0	95	1.2	-2	104	-2	-1	2	6	89	2	COc1ccc(-c2nn(-c3ccccc3C)cc2CNCc2cccnc2)cc1F
48	1	102	1.4	2	?	2	-2	4	-4	98	-1	O=C(c1cc(COc2ccc3ncccc3c2)on1)N1CCCCCC1
49	-2	101	0.1	-1	104	-1	-3	2	-6	104	-4	CC(=O)Nc1ccc(C(=O)OCc2ccc(F)cc2)cc1
50	1	98	0.6	-3	95	0	-2	2	-5	98	-5	C#Cc1ccc([C@H]2C=C(C(=O)N3CCN(Cc4ccc5c(c4)OCO5)CC3)O[C@@H](OCc3ccc(CO)cc3)C2)cc1
51	-1	101	-0.2	1	101	-1	-2	-2	0	102	0	Cc1ccc(C(=O)NNC(=O)C2CCN(S(=O)(=O)c3ccc(Cl)cc3)CC2)cc1
52	0	93	0.8	-9	93	-1	-5	2	-8	93	-9	CC1=[N+]([O-])C(C)(C)CC(C)(C)c2ccccc21
53	-2	103	0.4	2	103	-1	3	1	-1	102	-1	C/C(=N\Oc1cccc(F)n1)c1ccc(Cl)cc1Cl
54	-3	99	-0.1	-1	101	-6	-3	-1	5	99	-1	Cc1ccccc1/C(N)=N/O
55	-1	109	0.1	-3	108	-1	-8	1	-8	106	-10	Cc1cc(C(=O)NCCCc2ccccc2)no1
56	1	99	0.1	-10	98	0	-4	1	-14	101	-5	O=c1[nH]c(SCc2ccccc2Cl)nc2c1CCCC2
57	1	95	-0.1	-2	90	0	1	0	-5	96	-1	CCN(C(=O)CSc1nnc(NCc2ccccc2)s1)C1CCS(=O)(=O)C1 (stereo not drawn)
58	-2	101	0.9	-2	101	-1	0	2	0	100	-2	Cc1onc(-c2ccccc2)c1C(=O)NCc1cccnc1
59	0	100	0.8	-8	101	2	-4	5	-13	100	-5	Cc1cc(C)nc(NS(=O)(=O)c2ccc(NC(=O)Cn3c(=O)oc4ccccc43)cc2)n1
60	-4	101	-0.1	-1	99	0	-3	0	0	95	-5	N#CCCN(C1CCCCC1)S(=O)(=O)c1cccc2nsnc12
61	-1	108	0.9	0	114	-2	-3	5	-3	109	-10	S=C(NCc1ccccc1)NNc1ccccc1
62	0	101	0.4	-4	?	-2	-3	1	-6	98	-5	OC1(c2cccc(C(F)(F)F)c2)CCN(Cc2nnnn2Cc2ccccc2)CC1
63	-5	104	0.0	-10	98	-3	1	0	-14	103	-5	O=C1CC(Sc2nnc(-c3ccccc3)o2)C(=O)N1c1ccccc1 (stereo not drawn)
64	22	102	1.9	-16	101	0	9	10	-11	102	2	COCCn1c(SCc2nc(N)nc(Nc3ccccc3C)n2)nc2ccccc2c1=O
65	-3	97	2.5	-3	101	0	-3	26	-3	102	-4	COc1ccc(OC)c(CCNC(=O)c2ccc(CS(=O)(=O)c3ccc(Br)cc3)o2)c1
66	-1	98	0.5	-4	92	0	-5	1	-4	97	-6	CCO[C@H]1OC(C(=O)N2CCCCCCC2)=C[C@@H](C)[C@@H]1CCCO
67	0	102	0.5	-8	100	-3	-7	12	-18	98	-10	CC(C)CCN(C)c1ccc(/C=N/n2cnnc2)cc1
68	4	102	0.8	-7	101	2	-2	1	-7	104	-7	Cc1cccc(N(CC(=O)NCc2ccc3c(c2)OCO3)C(=O)CCC(=O)Nc2ccccn2)c1
69	0	101	0.5	-6	99	-1	-4	2	-9	99	-5	O=C(Nc1ccc2c(c1)OCO2)c1ccc(CN2CCOCC2)cc1
